Bioassay records from PubChem BioAssay.
GIRK2 activator: Activators of human GIRK2-containing channels; HEK293 GIRK2/NPY4 cells, thallium flux fluorescence; activation (% efficacy), % for hits at 37.5 µM; 34,000 tested, under 10 active; P48051;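 active means primary screen hit, no activity in plain HEK293 cells, and in GIRK2-only cells above 5% efficacy rising with concentration; inactive means the rest, including fluorescent compounds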;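 further: efficacy is normalized control-subtracted fluorescence 15 s after thallium addition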
Target sequence (P48051 whole entry, looked up): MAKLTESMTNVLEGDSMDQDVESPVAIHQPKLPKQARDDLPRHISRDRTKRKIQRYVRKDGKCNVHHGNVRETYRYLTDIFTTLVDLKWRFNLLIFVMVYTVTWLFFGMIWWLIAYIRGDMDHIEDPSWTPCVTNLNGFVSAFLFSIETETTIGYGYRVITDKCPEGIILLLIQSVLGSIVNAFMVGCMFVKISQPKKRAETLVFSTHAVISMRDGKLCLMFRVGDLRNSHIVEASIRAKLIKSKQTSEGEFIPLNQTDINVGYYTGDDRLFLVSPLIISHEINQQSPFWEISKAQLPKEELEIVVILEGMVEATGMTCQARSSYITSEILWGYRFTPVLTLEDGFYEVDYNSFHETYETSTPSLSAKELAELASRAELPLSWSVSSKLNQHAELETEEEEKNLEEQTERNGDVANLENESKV
Calls only; i = inactive.

SMILES | GIRK2 activator
CCOc1cccc2sc(N(CCN3CCOCC3)C(=O)C3CCCCC3)nc12 | i
COc1cccc(-n2c(=O)[nH]c3c(C(N)=O)nc(-c4cccc(Br)c4)nc32)c1 | i
Cc1cc(NC(=O)c2ccc3c(c2)OCCO3)n(C(C)C)n1 | i
Cc1ccc(Oc2cccc(C(=O)NCCNc3cc(-n4cccn4)ncn3)c2)nn1 | i
Cc1ccc(C)c(Sc2cc(N3CCC(C(=O)NCCCOC(C)C)CC3)ncn2)c1 | i
COc1ccc(NC(=O)CSC2=NC3(CCCCC3)N=C2c2ccccc2)cc1OC | i
CC(C)(C)n1ncc2c(=O)n(NC(=O)/C=C/c3ccccc3)cnc21 | i
O=C(CN1CCC(c2nnc(-c3ccc(F)cc3)o2)CC1)Nc1ccc(OC(F)(F)F)cc1 | i
O=C(COc1ccc(Cl)cc1Cl)NCC1CCN(Cc2ccco2)CC1 | i
COc1ccc(Cl)cc1NC(=O)CSc1cc(N2CCOCC2)ncn1 | i
COc1ccc(-c2cc(CC(=O)NCCCn3ccnc3)no2)cc1 | i
CCc1nnc(-c2ccc(NC(=O)c3ccc(S(=O)(=O)N(CC)CC)cc3)cc2)o1 | i
O=C(NCCC(O)c1ccccc1)c1ccc(F)c(F)c1 (stereo not given) | i
COc1cc(/C=C(\C#N)c2nc(-c3ccco3)cs2)ccc1OCC(=O)Nc1ccccc1 | i
CC(C)S(=O)(=O)c1cccc(C(=O)Nc2nc3ccc(Br)cc3s2)c1 | i
O=C(CSC1=Nc2cccnc2Nc2ccccc21)N1CCN(c2ccccc2)CC1 | i
COc1ccccc1NC(=O)C(=O)NCC1CCN(C(=O)c2cccnc2SC)CC1 | i
Cc1nnsc1C(=O)N1CCC(CNC(=O)Cc2ccc(SC(C)C)cc2)CC1 | i
O=C(NCc1cccs1)C(=O)NCC1(O)CCCC1 | i
CNC(=O)c1ccc2c(c1)ncn2-c1ccc(C)cc1C | i
O=C(Cc1cc(-c2ccccc2)on1)Nc1ccc2c(c1)OCO2 | i
CCC(=O)Nc1ccc(S(=O)(=O)NCC2CCN(C(C)C)CC2)c(C)c1 | i
O=C(NCc1ccc(F)cc1)NCC(O)C1CCCCC1 (stereo not given) | i
CCCNC(=O)CCCCn1c(=O)c2ccccc2n(CC(=O)NCc2ccc(F)cc2)c1=O | i
COc1ccc(S(=O)(=O)N2CCC(C(=O)Nc3nnc(-c4ccco4)o3)CC2)cc1 | i
Cc1ccc(Cn2c(CO)cnc2SCC(=O)N2CC(C)OC(C)C2)cc1 (stereo not given) | i
CS(=O)(=O)c1cccc(C(=O)Nc2nnc(-c3ccc(Br)s3)o2)c1 | i
NC(=O)Cn1nnn(-c2ccc(NC(=O)COc3ccccc3F)cc2)c1=O | i
CC(C)N1CCC(CNC(=O)Cc2cccs2)CC1 | i
O=C(CCc1csc(NC(=O)c2ccco2)n1)Nc1nc2ccc(Cl)cc2s1 | i
CCOc1ccc(C)cc1S(=O)(=O)N1CCN(c2ccccc2OC)CC1 | i
O=C(Nc1c2c(nn1-c1ccc(Cl)cc1)CSC2)C(=O)NC1CCCCC1 | i
Cc1noc(C)c1S(=O)(=O)NCC(O)(c1ccco1)C1CC1 (stereo not given) | i
CC(=O)c1ccc(N2CCN(C(=O)c3coc(NC(=O)c4ccsc4)n3)CC2)cc1 | i
Nc1c(C(=O)Nc2ccccc2F)nnn1-c1ccc(Cl)c(Cl)c1 | i
COc1ccc(-c2cc(CC(=O)Nc3ccc4c(c3)OCCO4)no2)cc1OC | i
Cc1cc(NC(=O)C(C)Oc2ccccc2)n(-c2nc(-c3ccc4c(c3)OCO4)cs2)n1 (stereo not given) | i
O=C(NCC1CCN(C2CCCC2)CC1)c1ccc(F)cc1 | i
O=C(NCCNC(=O)c1ccc(NC(=O)C2CCCC2)cc1)Nc1ccccc1 | i
Cc1cc(-c2nnc(NC(=O)c3ccc4ncsc4c3)o2)n(C)n1 | i
O=C(Nc1ccc2c(c1)Cc1ccccc1-2)c1csc(-c2cnccn2)n1 | i
Cc1cc(NCc2cccnc2)n2ncc(-c3ccccc3Cl)c2n1 | i
COc1ccc(OC)c(NC(=O)c2ccc(=O)n(Cc3ccc(F)cc3)n2)c1 | i
O=C(CCS(=O)(=O)c1ccccc1)N(Cc1ccccn1)Cc1ccco1 | i
CN(C)S(=O)(=O)c1ccc(C(=O)Nc2cccc(-c3ccc(=O)n(C)n3)c2)cc1 | i
CC1CS(=O)(=O)N(c2cccc(C(=O)N3CCCc4ccccc43)c2)C1=O (stereo not given) | i
COCCN1CCC(CNS(=O)(=O)c2ccc(C)s2)CC1 | i
CCOc1ccc(S(=O)(=O)c2cnc(SCC(=O)Nc3ccc(OC)cc3)[nH]c2=O)cc1 | i
COc1ccc(OCCCC(=O)Nc2cc(C)c(Cl)cc2OC)cc1 | i
CCc1nccn1-c1cc(C)nc2c(-c3ccccc3Cl)c(C)nn12 | i
O=C(Nc1ccc2c(c1)OCCO2)c1ccc2c(c1)ncn2-c1ccccc1 | i
O=C(NCc1cccs1)C(=O)NCC1(c2cccs2)CCCC1 | i
COc1ccc(S(=O)(=O)NCC2CCN(C3CCCC3)CC2)cc1Cl | i
O=C(NCC(=O)N1CCOC(c2ccccc2)C1)C1CC1 (stereo not given) | i
COC(=O)c1ccc(C(=O)NCC2CCN(S(=O)(=O)C3CC3)CC2)cc1 | i
COc1ccccc1C1(CNC(=O)c2ccsc2)CCOCC1 | i
COc1ccc(NC(=O)Cn2c(=O)n(Cc3ccco3)c(=O)c3sc4ccccc4c32)cc1OC | i
Cc1cc(-c2nnc(NC(=O)c3cc(Cl)sc3Cl)o2)nn1C | i
CCOc1ccc(C(=O)NCC2CCN(Cc3cccs3)CC2)cc1OCC | i
O=C(CC(c1ccccc1)c1ccccc1)NCCn1nc(-c2cccnc2)ccc1=O | i

Reprinted at random: 3 entries already listed, in no set order.
SMILES | GIRK2 activator
CCOc1ccc(S(=O)(=O)c2cnc(SCC(=O)Nc3ccc(OC)cc3)[nH]c2=O)cc1 | i
CCOc1cccc2sc(N(CCN3CCOCC3)C(=O)C3CCCCC3)nc12 | i
NC(=O)Cn1nnn(-c2ccc(NC(=O)COc3ccccc3F)cc2)c1=O | i

Returning to the listing, repeating the 7 entries before the break.
SMILES | GIRK2 activator
O=C(NCC(=O)N1CCOC(c2ccccc2)C1)C1CC1 (stereo not given) | i
COC(=O)c1ccc(C(=O)NCC2CCN(S(=O)(=O)C3CC3)CC2)cc1 | i
COc1ccccc1C1(CNC(=O)c2ccsc2)CCOCC1 | i
COc1ccc(NC(=O)Cn2c(=O)n(Cc3ccco3)c(=O)c3sc4ccccc4c32)cc1OC | i
Cc1cc(-c2nnc(NC(=O)c3cc(Cl)sc3Cl)o2)nn1C | i
CCOc1ccc(C(=O)NCC2CCN(Cc3cccs3)CC2)cc1OCC | i
O=C(CC(c1ccccc1)c1ccccc1)NCCn1nc(-c2cccnc2)ccc1=O | i
N#Cc1ccc(S(=O)(=O)c2c[nH]c3c(F)cccc3c2=O)cc1 | i
O=S(=O)(c1cccc(Cl)c1)N1CCOC(c2ccccc2)C1 (stereo not given) | i
Cc1nnc2ccc(OCCNS(=O)(=O)c3ccccc3C(F)(F)F)nn12 | i
N#Cc1cccc(C(=O)N2CCC(c3ccsc3)CC2)c1 | i
CC1CS(=O)(=O)N(c2ccc(S(=O)(=O)NC3CCCC3)cc2)C1=O (stereo not given) | i
COCC(C)NC(=O)C1CN(c2nc3c(C(F)(F)F)cccc3s2)C1 (stereo not given) | i
CCOc1ccc(S(=O)(=O)NCC(=O)N2CCOC(c3ccccc3)C2)cc1C (stereo not given) | i
CC(C)c1ccc(NC(=O)CCCn2nc(-c3ccco3)ccc2=O)cc1 | i
CCOC(=O)c1ccccc1NC(=O)CN1CCCN(Cc2cc(C)ccc2C)S1(=O)=O | i
O=C(c1cccc([N+](=O)[O-])c1)N(C(=O)N1CCCCC1)c1cccc(Cl)c1 | i
CC(C)(C)c1ccc(C(=O)NNC(=O)c2ccc(=O)n(Cc3ccccc3)c2)cc1 | i
C=C(Br)Cn1c(C2CC(=O)N(Cc3ccc(F)cc3)C2)nc2ccccc21 (stereo not given) | i
COc1ccccc1Cc1noc(C2CN(C(=O)Nc3ccccc3C(F)(F)F)C2)n1 | i
COc1cc(NC(=O)c2cccc3ccccc23)ccc1N1CCCCC1=O | i
COc1ccccc1-c1c(C)nn2c(NCCc3ccccc3)cc(C)nc12 | i
CS(=O)(=O)N1CCCCC1C(=O)N(Cc1ccccn1)c1nc2ccccc2s1 (stereo not given) | i
COc1cc(-c2ccc(SCC(N)=O)nn2)cc(OC)c1OC | i
O=C(NCc1cccs1)C(=O)N1CCN(c2ccccc2)CC1 | i
O=C(Nc1cccc(N2CCCCC2=O)c1)c1ccc2c(c1)OCO2 | i
O=S(=O)(NCC1CCN(c2ccccn2)CC1)c1ccc(Br)s1 | i

The final 2 compounds of the part before open the next one.
SMILES | GIRK2 activator
O=C(Nc1cccc(N2CCCCC2=O)c1)c1ccc2c(c1)OCO2 | i
O=S(=O)(NCC1CCN(c2ccccn2)CC1)c1ccc(Br)s1 | i
O=C(NCCC(O)c1ccco1)NCc1cccc2ccccc12 (stereo not given) | i
CC(=O)c1ccc(NC(=O)c2ccc(=O)n(Cc3ccccc3Cl)c2)cc1 | i
O=C(CN1C(=O)C2(SCC(=O)N2c2ccc(Cl)cc2)c2ccccc21)NC1CCCC1 (stereo not given) | i
Cc1ccc2sc(N(CCCn3ccnc3)C(=O)c3ccc(F)cc3)nc2c1C | i
CC(=O)c1ccc(OCC(O)CN2CCN(Cc3ccc(Cl)cc3)CC2)cc1 (stereo not given) | i
Cn1cccc1C(CNC(=O)c1ccc(Br)o1)N1CCCCCC1 (stereo not given) | i
O=C(Cc1csc(Nc2cccc(Cl)c2)n1)N1CCN(c2ccccn2)CC1 | i
CC(=O)c1cccc(NC(=O)Cc2csc(Nc3cccc(C(F)(F)F)c3)n2)c1 | i
CCc1ccc(-c2cc3c(=O)[nH]nc(SCC(=O)Nc4cc(Cl)ccc4OC)n3n2)cc1 | i
CC(C)(C)n1nc2c(c1NC(=O)C(=O)NCc1ccccc1)CSC2 | i
CC(C)NC(=O)c1nsc(C(=O)N2CCSCC2)c1N | i
COc1ccc(OC)c(-c2ccc(=O)n(CC(=O)NCC3CCCO3)n2)c1 (stereo not given) | i
COc1cc(NC(=O)c2csc(Nc3cccc(Cl)c3)n2)cc(OC)c1OC | i
O=C(NNC(=O)c1cc(=O)c2ccccc2o1)c1ccc(=O)n(Cc2ccccc2)c1 | i
CNC(=O)c1cccc(-c2noc(C3CN(C(=O)C4CC=CCC4)C3)n2)c1 (stereo not given) | i
O=C(CCS(=O)(=O)c1ccccc1)N1CCN(C(=O)c2cnn3ccccc23)CC1 | i
O=C(Cn1c2ccccc2c2ncn(Cc3ccccc3)c(=O)c21)NCc1ccc2c(c1)OCO2 | i
O=C(C1CCCCC1)N1CCOC(c2ccccc2)C1 (stereo not given) | i
COc1ccc(OC)c(NC(=O)Cn2cc(OC)c(=O)cc2CSc2nnnn2C)c1 | i
FC(F)(F)c1cccc(-c2noc(C3CN(Cc4ccc(Br)cc4)C3)n2)c1 | i
O=c1[nH]c2cc3c(cc2c(=O)n1Cc1nc(-c2ccc(Br)cc2)no1)OCO3 | i
CCS(=O)(=O)NCC1(c2cccs2)CCOCC1 | i
COc1cc2cc(CNc3ccc(C)cc3)c(=O)n(CC(=O)Nc3ccccc3F)c2cc1OC | i
Cc1nn(C)cc1CN(C)C(=O)c1ccccc1C(F)(F)F | i
COc1ccc(-c2cc(=O)n(CC(=O)Nc3cccc4nsnc34)cn2)cc1 | i
O=C(Cc1ccc(NC(=O)CC(c2ccccc2)c2ccccc2)cc1)NCC(F)(F)F | i
CS(=O)(=O)c1cccc(S(=O)(=O)N2CCN(c3ccccc3)CC2)c1 | i
Cc1cc(C(=O)Nc2cc(-c3ccco3)nn2CCO)no1 | i
Cc1cc(C)n(-c2cc(N3CCCC(C(=O)Nc4nc5ccccc5[nH]4)C3)ncn2)n1 (stereo not given) | i
COc1cccc(-n2c(=O)[nH]c3c(C(N)=O)nc(-c4cccc(C(F)(F)F)c4)nc32)c1 | i
CC(C)(C)S(=O)(=O)c1ccc(NCc2ccc(Cl)cc2)nn1 | i
COc1cccc(NC(=O)c2c(N)c(C(=O)c3cccs3)n3ccccc23)c1 | i
O=C(Nc1cc(Cl)cc(Cl)c1)c1ccc(N2CCCCS2(=O)=O)cc1 | i
O=C(CSC1CCCC1)N1CCN(c2ccc(-c3cccnc3)nn2)CC1 | i
COc1ccc(NC(=O)c2cc(N3C(=O)CCS3(=O)=O)ccc2Cl)cc1Cl | i
O=C(CSCc1ccccc1)Nc1nnc(CSc2ccccc2)o1 | i
COc1ccc2sc(N(Cc3ccccn3)C(=O)c3ccnn3C(C)C)nc2c1 | i
CCN(CC)CCN1C(=O)C(O)=C(C(=O)c2ccco2)C1c1ccccn1 (stereo not given) | i
COCCNC(=O)NCC#CCOc1cccc(C(F)(F)F)c1 | i
Cc1ccc2c(CC(=O)Nc3ccccc3C#N)cc(=O)oc2c1 | i
Cc1nc(-n2cccc2)sc1C(=O)N1CCN(C(=O)OC(C)(C)C)CC1 | i
COc1ccc(NC(=O)C(=O)NCC(c2ccc(OC)cc2)N2CCOCC2)cc1 (stereo not given) | i
Cc1nnc2ccc(N3CCN(C(=O)Nc4ccccc4C(F)(F)F)CC3)nn12 | i
COc1cccc(OC)c1C(=O)NCC1CCN(S(C)(=O)=O)CC1 | i
CC(C)Oc1ccc(C(=O)NCCc2ccsc2)cc1 | i
COc1ccc(NC(=O)NC2CS(=O)(=O)CC2Cl)cc1 (stereo not given) | i
COC(=O)c1ccc(NC(=O)Cn2nc3ccc(SCc4ccc(Cl)cc4)nn3c2=O)cc1 | i

These rows are one share of the data, so the mix of outcomes need not match the whole.
